DT40 TDP1 no CPT = qHTS for Inhibitors of human tyrosyl-DNA phosphodiesterase 1 (TDP1): qHTS in cells in absence of CPT; DT40 Tdp1-/- hTDP1 cells, no CPT, ATP luminescence, 48 h; Potency, µM (titrated, usually from 46.2 µM), for the others: at the highest dose activity change, negative = growth inhibition, usual class: inhibitors; hit rate 15% among 420,000; AID 686978, 2013; note: nearly all actives have a fitted effect of over 55% in size
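DT40 Tdp1-/-;hTDP1 cells, no CPT (DMSO vehicle only), 400 cells/well; compounds pin-transferred; ≥48 hr, 37 °C; CellTiter-Glo 30 min RT dark, luminescence read.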
KAT2A inh = inhibitors of human GCN5L2 histone acetyltransferase | GCN5L2 HAT assay, ThioGlo1 CoA-SH fluorescence | Potency, µM (series often up to 58.9 µM), inactives show at the top dose activity change, negative = inhibition, most hits filed as inhibitors | hit rate 0.21% among 390,000 | AID 504327
Target sequence (Q92830 whole entry, looked up): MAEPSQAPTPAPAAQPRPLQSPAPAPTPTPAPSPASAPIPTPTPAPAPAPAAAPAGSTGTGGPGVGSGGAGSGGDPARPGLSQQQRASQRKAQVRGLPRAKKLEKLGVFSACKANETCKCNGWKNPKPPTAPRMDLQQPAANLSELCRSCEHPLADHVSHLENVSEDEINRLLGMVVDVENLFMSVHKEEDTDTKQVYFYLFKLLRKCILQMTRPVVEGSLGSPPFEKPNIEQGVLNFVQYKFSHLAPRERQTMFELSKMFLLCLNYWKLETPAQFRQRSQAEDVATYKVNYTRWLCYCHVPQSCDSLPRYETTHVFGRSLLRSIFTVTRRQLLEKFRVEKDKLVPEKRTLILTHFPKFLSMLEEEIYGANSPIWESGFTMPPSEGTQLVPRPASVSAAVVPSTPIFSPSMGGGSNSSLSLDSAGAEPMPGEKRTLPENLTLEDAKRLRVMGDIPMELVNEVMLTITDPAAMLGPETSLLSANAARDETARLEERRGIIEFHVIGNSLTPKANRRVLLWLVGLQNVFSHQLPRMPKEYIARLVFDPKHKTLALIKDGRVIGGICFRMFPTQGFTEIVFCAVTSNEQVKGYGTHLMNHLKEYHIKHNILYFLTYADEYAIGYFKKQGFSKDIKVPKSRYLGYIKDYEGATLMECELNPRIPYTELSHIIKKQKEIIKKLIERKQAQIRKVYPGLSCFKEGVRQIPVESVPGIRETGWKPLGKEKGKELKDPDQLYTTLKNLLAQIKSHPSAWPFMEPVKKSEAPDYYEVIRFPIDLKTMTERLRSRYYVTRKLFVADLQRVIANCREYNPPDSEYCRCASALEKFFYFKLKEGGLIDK
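qHTS, 1536-well. 20nM enzyme, pH 7.5 HEPES/EDTA/Tween-20 buffer; 15 min compound preinc., RT. Start: 75uM H3(1-25), 70uM AcCoA, 50uM ThioGlo1. Read Ex340/Em540 at t=0 (autofluorescence flag) and t=20 min.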
DT40 TDP1 CPT = growth inhibition of DT40 Tdp1-/-;hTDP1 cells with camptothecin (screen for TDP1 inhibitors) | chicken DT40 Tdp1-/-;hTDP1 cells + 20 nM CPT, ATP luminescence, 48 h | Potency, µM (highest dose often 46.2 µM), inactives show at the highest dose activity change, negative = growth inhibition, hits mostly inhibitors | hit rate 12% among 420,000 | AID 686979; note: nearly all actives have a fitted effect of over 55% in size
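Chicken DT40 Tdp1-/- cells stably complemented with human TDP1 were seeded at 400 cells/well in medium containing 20 nM camptothecin, exposed to pin-transferred compounds, and grown at 37 °C for at least 48 hr. Viability was read as ATP luminescence.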
* hit, by the source's call; u = inconclusive; x = not tested or not shown; [ ] = remark or other dose. Calls come from the whole dose curve; as a rule, active = well fitted curve in the direction sought with a large enough effect; inconclusive = small, poorly fitted or top-dose-only effect, or another doubt; inactive = no such curve, though single readings can be large; an effect the other way counts as inactive or inconclusive. % is set by controls: 0 for no effect and ±100 for the full control effect; potency is the fitted concentration of half-maximal effect. A portion of the library. The share of hits here may be higher or lower than overall.

Cc1ccccc1C(=O)NCCN1CCC(n2c(=O)[nH]c3ccccc32)CC1
  DT40 TDP1 no CPT: -23%
  KAT2A inh: x
  DT40 TDP1 CPT: u
Nc1cccc2cccnc12
  DT40 TDP1 no CPT: 5.6µM*
  KAT2A inh: x
  DT40 TDP1 CPT: 1.8µM*
Cc1cc(=O)[nH]c(-n2ncc(C#N)c2N)n1
  DT40 TDP1 no CPT: -6%
  KAT2A inh: -2%
  DT40 TDP1 CPT: 2%
Clc1ccc(-c2csc(-c3ccncc3)n2)cc1
  DT40 TDP1 no CPT: 2%
  KAT2A inh: -9%
  DT40 TDP1 CPT: 5%
O=C(NCc1ccccn1)C1CCCN(S(=O)(=O)c2ccc(Br)cc2)C1 (centres undefined)
  DT40 TDP1 no CPT: -38%
  KAT2A inh: x
  DT40 TDP1 CPT: -26%
Cc1cccc(C(=O)N[C@H](C(=O)Nc2ccc(C)c(S(=O)(=O)N3CCOCC3)c2)C(C)C)c1
  DT40 TDP1 no CPT: u
  KAT2A inh: -9%
  DT40 TDP1 CPT: u
COc1ccc(CCNC(=O)C2CC(=O)N(CCc3ccc(C)cc3)C2)cc1OC (centres undefined)
  DT40 TDP1 no CPT: -4%
  KAT2A inh: -3%
  DT40 TDP1 CPT: -25%
Cc1[nH]c2ccccc2c1CC#N
  DT40 TDP1 no CPT: -11%
  KAT2A inh: -2%
  DT40 TDP1 CPT: u
O=C(O)CCC(=O)c1cccc2ccccc12
  DT40 TDP1 no CPT: -14%
  KAT2A inh: -4%
  DT40 TDP1 CPT: 12%
Cc1ccc(N(CC(=O)NC2CCC(C)CC2)S(=O)(=O)c2cccnc2)cc1 (centres undefined)
  DT40 TDP1 no CPT: u
  KAT2A inh: 1%
  DT40 TDP1 CPT: u
Cc1cccc(NC(=O)CSCC(=O)Nc2cccc3ncccc23)c1
  DT40 TDP1 no CPT: -5%
  KAT2A inh: -4%
  DT40 TDP1 CPT: 5%
Cc1ccc(S(=O)(=O)N2CCCC2C(=O)Oc2ccccc2)cc1 (centres undefined)
  DT40 TDP1 no CPT: -9%
  KAT2A inh: 3%
  DT40 TDP1 CPT: 3%
Cc1ccc(Cn2c(=O)c3ccccc3n3nc(C)cc23)cc1
  DT40 TDP1 no CPT: -6%
  KAT2A inh: -7%
  DT40 TDP1 CPT: -12%
CCOc1cc(NC(=O)c2ccco2)c(OCC)cc1NC(=O)COc1ccccc1
  DT40 TDP1 no CPT: 4.6µM*
  KAT2A inh: -2%
  DT40 TDP1 CPT: 4.1µM*
COc1ccc(C(=O)NCc2ccc(Cl)c(Cl)c2)cc1OC
  DT40 TDP1 no CPT: u
  KAT2A inh: 0%
  DT40 TDP1 CPT: -27%

Cc1ccc(C(C)C)c(OCCCNCc2cccnc2)c1
  DT40 TDP1 no CPT: u
  KAT2A inh: -4%
  DT40 TDP1 CPT: u
CCn1c(CNc2cccc(Cl)c2)nnc1SCc1ccccc1
  DT40 TDP1 no CPT: u
  KAT2A inh: -2%
  DT40 TDP1 CPT: -20%
COCCNC(=O)/C(C#N)=C/c1c(N2CCN(c3ccccc3)CC2)nc2ccccn2c1=O
  DT40 TDP1 no CPT: 18µM*
  KAT2A inh: -2%
  DT40 TDP1 CPT: -30%
Cc1cc(C)c(S(=O)(=O)NCC2CCC(C(=O)NCCCN3CCOCC3)CC2)c(C)c1 (centres undefined)
  DT40 TDP1 no CPT: u
  KAT2A inh: 2%
  DT40 TDP1 CPT: u
Clc1ccc(-c2nnc(-c3ccc(Br)o3)o2)c(Cl)c1
  DT40 TDP1 no CPT: -6%
  KAT2A inh: -3%
  DT40 TDP1 CPT: -23%
CCOc1ccc(NC(=O)COc2ccc(S(=O)(=O)N3CCCC3)cc2)cc1
  DT40 TDP1 no CPT: u
  KAT2A inh: -4%
  DT40 TDP1 CPT: u
CCC(CC)NCC(O)COc1ccc(Br)cc1 (centres undefined)
  DT40 TDP1 no CPT: 21µM*
  KAT2A inh: -1%
  DT40 TDP1 CPT: u
O=C(Cc1ccccc1)Nc1c(C(=O)N2CCOCC2)cnn1-c1ccccc1
  DT40 TDP1 no CPT: -10%
  KAT2A inh: 0%
  DT40 TDP1 CPT: -17%
Cc1ccc(-c2nc(CSCC(=O)N3CCCC3)c(C)o2)cc1
  DT40 TDP1 no CPT: -38%
  KAT2A inh: -24%
  DT40 TDP1 CPT: -45%
CN(Cc1ccccc1)C(=O)CN1CCN(S(=O)(=O)c2ccccc2F)CC1
  DT40 TDP1 no CPT: u
  KAT2A inh: x
  DT40 TDP1 CPT: -27%
Clc1ccc(CO/N=C2\CCCc3nonc32)c(Cl)c1
  DT40 TDP1 no CPT: u
  KAT2A inh: -4%
  DT40 TDP1 CPT: -18%
Cc1cc(NC(=O)CSc2nnc(C)c(=O)n2N)no1
  DT40 TDP1 no CPT: 1%
  KAT2A inh: 0%
  DT40 TDP1 CPT: -3%
CCC(=O)NC1CC2CCCC(C1)N2Cc1ccc(C)cc1 (centres undefined)
  DT40 TDP1 no CPT: 12%
  KAT2A inh: -13%
  DT40 TDP1 CPT: -4%
CC(=O)c1cc(F)ccc1OCC(=O)N1CCN(c2ccc(F)cc2)CC1
  DT40 TDP1 no CPT: u
  KAT2A inh: 3%
  DT40 TDP1 CPT: u
CC(NC(=S)NC(=O)c1cccs1)c1ccccc1 (centres undefined)
  DT40 TDP1 no CPT: 18µM*
  KAT2A inh: -14%
  DT40 TDP1 CPT: -6%

Next section
smiles,DT40 TDP1 no CPT,KAT2A inh,DT40 TDP1 CPT
O=C1OCCOC2CCCc3oc(C4=CCCCC4)c1c32 (centres undefined),-11%,x,-11%
COc1ccccc1NC(=O)c1c(NC(=O)c2ccccc2Cl)sc2c1CCC2,-7%,4%,-2%
CNC(=O)CCn1nc(-c2ccc(Cl)cc2)c2ccccc2c1=O,u,1%,-18%
Cc1ccc(N2CCN(S(=O)(=O)c3c(C)nc4scc(C)n4c3=O)CC2)c(C)c1,u,-11%,u
O=C(O)c1ccc(-n2ncc3c2/C(=C/c2cccc([N+](=O)[O-])c2)CC3)cc1,u,-3%,16µM*
Cc1c(NC(=O)N(C)c2ccccc2)c(=O)n(-c2ccccc2)n1C,-4%,-6%,7%
CCCCn1c(CNC(C)=O)nc2ccccc21,-23%,-4%,-14%
Cc1ccc(-c2cc(N)n(Cc3ccc(Cl)cc3)n2)cc1,u,-4%,u
CCCNC(=O)C1CCC(Cn2c(=O)c3sccc3n(CC(=O)Nc3ccccc3C)c2=O)CC1 (centres undefined),0%,-5%,4%
Cc1cc(S(=O)(=O)N2CCCC2)c(C)s1,-1%,2%,-4%
Cc1ccc(/C=N\NC(=O)CNC(=O)C23CC4CC(CC(C4)C2)C3)o1,-9%,-9%,-1%
Cc1nc2cc(NC(=O)N3CC4(C)CC3CC(C)(C)C4)ccc2n1C (centres undefined),-14%,-1%,-12%
CC(=O)c1cc(C#N)c(N2CCCC2)nc1C,-7%,0%,-10%
COc1ccc(CNC(=O)CN2C(=O)CSc3ccc(S(=O)(=O)N4CCC(C)CC4)cc32)cc1,u,0%,u
CC1(C(=O)NCc2ccc3c(c2)OCO3)CCN1C(=O)CCc1ccc(Cl)cc1Cl (centres undefined),15µM*,x,21µM*
O=C(CC12CC3CC(CC(Br)(C3)C1)C2)NCc1ccccc1,-16%,-3%,-18%
O=C(NNC(=O)c1cc(O)c(O)c(O)c1)NC1CCCCC1,u,-9%,u
Cc1sc(NC(=O)c2ccco2)c(CN2CCCCC2)c1C,u,-6%,u
N#Cc1c(-c2cccs2)nc(SCC(=O)c2ccc(Br)cc2)[nH]c1=O,-2%,-11%,-3%
Cc1cc(NC(=O)CSCC(=O)OCc2nnc(-c3ccc(F)cc3)o2)no1,8%,0%,3%
COc1ccc(NC(=O)CN2C(=O)C(C)(C)c3cc(S(=O)(=O)N4CCCCC4)ccc32)cc1Cl,u,-7%,u
Cc1ccccc1-c1cccc([C@@H]2C[C@H]3C(CN2)CON3C)c1 (some centres undefined),-30%,x,u
NNC(=O)Cn1nc(-c2ccccc2)c2ccccc2c1=O,2%,-13%,-3%
CCOC(=O)c1ccc(CNC(=O)C2CCCCC2C(=O)OCC(F)(F)F)o1 (centres undefined),-4%,-12%,-10%
COc1cccc(NC(=S)/C(=C(\[O-])c2ccc(C)c([N+](=O)[O-])c2)[n+]2ccccc2)c1,-25%,3%,-23%
O=C(O)c1ccccc1-c1ccccc1C(=O)Nc1cccc(Br)c1,-10%,-2%,-3%
O=C1CCN1C1(C(=O)NC2CCCCC2)CCCC1,-25%,1%,-4%
CC(C)(C)NS(=O)(=O)c1ccc(OCC(=O)NCc2ccco2)cc1,5%,0%,5%
CCCCN(CC)C(=O)c1cc2c(=O)[nH]c3ccc(C)cc3c2s1,u,-7%,u
COc1ccc(-n2c(CCc3ccccc3)nnc2SCC(=O)c2ccc(Cl)cc2)cc1,u,19%,u
CCn1c(=O)c([N+](=O)[O-])c(N2CCOCC2)c2ccccc21,u,-3%,-30%
Cc1occc1C(=O)Nc1c(F)cc(F)cc1Br,-10%,-5%,u
NC(=NCCc1c[nH]c2ccccc12)NS(=O)(=O)c1ccc(F)cc1,u,-5%,u
COc1ccc([N+](=O)[O-])cc1NCC(=O)Nc1cccc(S(=O)(=O)N2CCCC2)c1,16µM*,-16%,u
Cc1c(OC(C)C(=O)NCCCN2CCCC2=O)ccc2c3c(c(=O)oc12)CCCC3 (centres undefined),-15%,-2%,u
O=C(NNC(=O)c1cc(-c2ccncc2)nc2ccccc12)c1cccc(Cl)c1,-24%,-24%,-9%
Cc1ccc(Cn2cc(CCC(=O)NCc3ccccc3F)c3ccccc32)cc1,-23%,-1%,-12%
Cc1cc(C)cc(NS(=O)(=O)c2ccc(N3CCCCS3(=O)=O)cc2)c1,15µM*,1%,12µM*
Cc1ccc(SCC(=O)n2nc(C)cc2C)cc1,-15%,-3%,-9%
O=C(Cc1cccc(F)c1)N1CCCC(CO)(Cc2ccc(F)cc2F)C1 (centres undefined),u,-4%,-29%
O=C1N[C@@H](Cc2ccccc2)C(=O)N2CCC[C@@H]12,-7%,0%,1%
O=C(COc1ccccc1C(=O)Nc1ccccc1)c1ccc(F)cc1,u,-2%,u
Nc1ncncc1-c1ccccc1Cl,u,x,3%
COc1cc2c(cc1OC)C(c1ccccc1)=NCC2,u,1%,8%[9.04 µM]
COc1ccc(NC(=O)COc2ccc(N(C)S(=O)(=O)c3ccc(Cl)cc3)cc2)cc1OC,4.6µM*,-12%,7.3µM*
O=C(CSc1oc(-c2ccc(F)cc2)nc1S(=O)(=O)c1ccccc1)NCC1CCCO1 (centres undefined),u,-9%,u
CCOC(=O)C1=C[C@@H](C(C)(C)C)N(S(=O)(=O)c2ccc(C)cc2)[C@H]1c1ccc(OC)cc1,21µM*,x,u
O=C(NCCc1csc(-c2cccnc2)n1)c1cccc2ccccc12,23µM*,-21%,16µM*
C=CCOc1ccc(C2=NOC(C(=O)Nc3ccc4c(c3)OCCO4)C2)cc1OC (centres undefined),-28%,-20%,6%
O=C(NCCC1=CCCCC1)c1ccc2c(c1)sc1nc(-c3ccc(F)cc3)cn12,u,0%,-16%

By substructure, the entries above containing four or more nitrogen atoms
smiles,DT40 TDP1 no CPT,KAT2A inh,DT40 TDP1 CPT
Cc1ccccc1C(=O)NCCN1CCC(n2c(=O)[nH]c3ccccc32)CC1,-23%,x,u
Cc1cc(=O)[nH]c(-n2ncc(C#N)c2N)n1,-6%,-2%,2%
CCn1c(CNc2cccc(Cl)c2)nnc1SCc1ccccc1,u,-2%,-20%
COCCNC(=O)/C(C#N)=C/c1c(N2CCN(c3ccccc3)CC2)nc2ccccn2c1=O,18µM*,-2%,-30%
O=C(Cc1ccccc1)Nc1c(C(=O)N2CCOCC2)cnn1-c1ccccc1,-10%,0%,-17%
Cc1cc(NC(=O)CSc2nnc(C)c(=O)n2N)no1,1%,0%,-3%
Cc1ccc(N2CCN(S(=O)(=O)c3c(C)nc4scc(C)n4c3=O)CC2)c(C)c1,u,-11%,u
Cc1c(NC(=O)N(C)c2ccccc2)c(=O)n(-c2ccccc2)n1C,-4%,-6%,7%
CCCNC(=O)C1CCC(Cn2c(=O)c3sccc3n(CC(=O)Nc3ccccc3C)c2=O)CC1 (centres undefined),0%,-5%,4%
Cc1nc2cc(NC(=O)N3CC4(C)CC3CC(C)(C)C4)ccc2n1C (centres undefined),-14%,-1%,-12%
Cc1cc(NC(=O)CSCC(=O)OCc2nnc(-c3ccc(F)cc3)o2)no1,8%,0%,3%
NNC(=O)Cn1nc(-c2ccccc2)c2ccccc2c1=O,2%,-13%,-3%
NC(=NCCc1c[nH]c2ccccc12)NS(=O)(=O)c1ccc(F)cc1,u,-5%,u
COc1ccc([N+](=O)[O-])cc1NCC(=O)Nc1cccc(S(=O)(=O)N2CCCC2)c1,16µM*,-16%,u
O=C(NNC(=O)c1cc(-c2ccncc2)nc2ccccc12)c1cccc(Cl)c1,-24%,-24%,-9%

Screening data from PubChem.
